# Screening data (PubChem)
# SIAE inh – inhibitors of human sialic acid acetylesterase SIAE; Q9HAT2; SIAE FP-Rh probe binding, fluorescence polarization; inhibition, % at 9.66 µM; 370,000 compounds, 0.69% hits;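 active = inhibition above a cutoff: mean of compounds within the control limits plus 3 SD of those, cut at about 17% in these data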;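 also: 0% = plate median of compound wells and 100% = probe without SIAE protein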
# Target sequence (Q9HAT2 whole entry, looked up): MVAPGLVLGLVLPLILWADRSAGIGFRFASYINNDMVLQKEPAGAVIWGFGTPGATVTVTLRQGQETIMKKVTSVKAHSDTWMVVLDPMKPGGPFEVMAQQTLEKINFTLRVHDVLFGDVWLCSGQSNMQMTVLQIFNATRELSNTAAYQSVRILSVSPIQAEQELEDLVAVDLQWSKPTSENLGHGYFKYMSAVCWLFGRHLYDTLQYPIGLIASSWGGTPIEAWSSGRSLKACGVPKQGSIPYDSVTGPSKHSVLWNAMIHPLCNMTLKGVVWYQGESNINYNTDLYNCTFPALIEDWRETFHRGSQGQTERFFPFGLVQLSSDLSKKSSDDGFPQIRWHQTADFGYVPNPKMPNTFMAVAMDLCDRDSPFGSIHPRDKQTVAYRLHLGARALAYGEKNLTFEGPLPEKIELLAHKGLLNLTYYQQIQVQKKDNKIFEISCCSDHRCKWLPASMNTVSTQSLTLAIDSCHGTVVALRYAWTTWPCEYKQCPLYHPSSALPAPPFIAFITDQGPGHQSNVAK
# PRMT1 FP inh – inhibitors of human PRMT1. AID 652257. Q99873. inhibition, % at 2.79 µM. 370,000 compounds, 1.3% hits. recombinant PRMT1, activity-based probe fluorescence polarization;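 active = inhibition above about 21% made by adding two undisclosed values, limit read from the data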
# UHRF1 binding – human UHRF1 methylated DNA binding inhibitors | UHRF1 binding to methylated oligo, TR-FRET | inhibition, % at 4.4 µM | 370,000 compounds, 0.75% hits; in the data active = inhibition above about 21%;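 also: UHRF1 SRA domain binding a hemimethylated CpG hairpin DNA probe; 0% = median of test compound wells and 100% = reference inhibitor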
# TDP2 absorb – blocks human TDP2 phosphodiesterase activity | O95551 | recombinant TDP2, T5PNP hydrolysis, p-nitrophenol absorbance 415 nm | inhibition, % at 12.8 µM | 370,000 compounds, 0.34% hits | AID 720702;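 active = inhibition above the mean of all tested compounds plus 3 SD, set per campaign, cut at about 25% in these data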;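 also: 0% = DMSO with enzyme and 100% = buffer with substrate but no TDP2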
#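 Material: recombinant human TDP2; quantity: TDP2 enzyme at 120 nM final; medium: Tris-HCl pH 7.5 with MgCl2; compound: single concentration, 12.8 µM nominal, with 1% DMSO; incubation: 2 h enzyme incubation at 37 °C; signal: epi absorbance; measure: percent inhibition; benchmarks: high control without enzyme, low control DMSO plus TDP2; repeats: singlicate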
# mABHD4 FP – inhibitors of mouse ABHD4 | Q8VD66 | purified mABHD4, FP-Rh probe fluorescence polarization | inhibition, % at 8.92 µM | 370,000 compounds, 0.54% hits;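 active = inhibition exceeding the mean over every tested compound plus 3 SD, cut at about 30% in these data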;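 also: 0% = plate median of compound wells and 100% = S159A mutant with DMSO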
# Target sequence (Q8VD66 whole entry, looked up): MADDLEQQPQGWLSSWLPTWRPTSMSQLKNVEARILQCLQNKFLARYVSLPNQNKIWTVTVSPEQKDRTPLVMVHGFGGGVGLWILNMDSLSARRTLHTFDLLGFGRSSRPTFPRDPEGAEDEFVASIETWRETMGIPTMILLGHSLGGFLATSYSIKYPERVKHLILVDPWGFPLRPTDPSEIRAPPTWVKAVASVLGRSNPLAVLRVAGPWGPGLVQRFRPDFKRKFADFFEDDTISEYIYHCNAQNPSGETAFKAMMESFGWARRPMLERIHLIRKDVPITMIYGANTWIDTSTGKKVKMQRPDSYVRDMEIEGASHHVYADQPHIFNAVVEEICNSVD
#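 Assay system: Wild-type mouse ABHD4 protein | Medium: HEPES pH 7.0 buffer, 150 mM NaCl, 0.01% Pluronic F-127 | Incubation: Enzyme–compound pre-incubation 45 min, then probe 60 min, both 25 °C | Technique: Fluorescence polarization with parallel and perpendicular emission, 525/598 nm | Evaluation: % inhibition of FP-Rh probe binding versus controls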
# TCR-CD3 inh – human TCR-CD3 binding inhibition; TAMRA-labeled TCR probe fluorescence, biochemical; inhibition, % at 9.4 µM; 360,000 compounds, 0.37% hits; in the data active = inhibition above about 19%;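 also: recombinant mutant TCR 2C K166C tagged with TAMRA read by polarization; 0% = receptor in buffer alone and 100% = receptor with positive control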
# DDE Tn7 FP inh – disrupts Tn7 cyclic peptide binding to fibrin D-Dimer-E complex; P02675; 370,000 compounds, 0.13% hits; FP displacement of FITC-Tn7 peptide from fibrin DD(E); 0% = median of compound wells per plate; inhibition, % at 8.3 µM; AID 720508;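 active = inhibition above the mean of compounds falling within the control limits plus 3 SD of them, cut at about 14% in these data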;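 also: 0% = plate median of compound wells and 100% = 10 µM Aha-Tn7 peptide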
#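 System: human fibrin DD(E); quantity: Fibrin-DD(E) at 2 µM final; also added: fluorescent Tn7 probe at 0.1 µM; compound dosing: single nominal test concentration of 8.3 µM per compound; schedule: 10 min preincubation, 3 h with tracer, room temperature; detection: fluorescence polarization of the labelled Tn7 tracer; repeats: one replicate per compound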
# LEDGF integ inh – blocks HIV-1 LEDGF/p75-dependent DNA integration | TR-FRET IN-LEDGF/p75 DNA integration, Eu/Cy5 | inhibition, % at 3.7 µM | 370,000 compounds, 0.64% hits | AID 743269;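 active = inhibition above the screen-wide mean plus 3 SD, cut at about 13% in these data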;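 also: signal is the Cy5 over europium emission ratio at 671 and 618 nm; 0% = plate median of compound wells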
# PG9 Ab binder – binds the HIV-1 gp120 antibody PG9; inhibition, % at 6.7 µM; 360,000 compounds, 0.43% hits; TR-FRET gp120-PG9 antibody binding; AID 624416; in the data active = inhibition above about 8.5%
# HTRA1 inh – blocks human HTRA1 serine peptidase; 340,000 compounds, 0.5% hits; Q92743; inhibition, % at 5.96 µM; recombinant HTRA1, FP-rhodamine activity-based probe, fluorescence polarization; AID 504803; in the data active = inhibition above about 36%;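 also: 0% = enzyme with DMSO and 100% = wells lacking enzyme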
# * marks the source's active call; other numbers are inactive results; . = not tested or not shown. The order is random; any-hit rate near 4.2%.
SMILES,SIAE inh,PRMT1 FP inh,UHRF1 binding,TDP2 absorb,mABHD4 FP,TCR-CD3 inh,DDE Tn7 FP inh,LEDGF integ inh,PG9 Ab binder,HTRA1 inh
COc1ccc(N2CCN(C(CNC(=O)C(=O)NCCC3=CCCCC3)c3ccco3)CC2)cc1 (centres undefined),0,-2,6,-9,3,1,-3,2,-1.1,1
CC(NC(=O)CSc1ccc(S(=O)(=O)N2CCOCC2)cn1)c1ccc(Cl)cc1Cl (centres undefined),-4,1,2,-8,0,-11,-2,-6,-0.7,-4
O=c1cc(-c2ccc(O)cc2)oc2c(O)c(O)c(O)c(O)c12,13,52*,18,4,36*,23*,-4,41*,-4.1,52*
CCN1CCN(c2ncnc3c2cnn3-c2ccc(C)cc2C)CC1,3,7,1,-12,4,-9,1,-3,-0.3,-1
CN(C(=O)c1ccc2c(=O)n3c(nc2c1)CCCCC3)c1cccc(Cl)c1,2,0,3,-3,8,-1,-2,-2,0.6,-6
CC(C)[C@H](NC(=O)c1ccccc1F)C(=O)NCc1ccc(S(N)(=O)=O)cc1,0,-1,-1,11,2,11,-8,5,0.1,-6
O=C(COc1ccccc1C(=O)NCc1ccccc1)Nc1ccccc1,1,4,2,-3,-34,-2,4,0,2.7,-37
CC(C)c1ccc(NC2CCCN(C(=O)CCN3CCOCC3)C2)cc1 (centres undefined),-6,-4,-1,-15,-14,-2,0,-1,-2.5,1
O=C(Cn1c(-c2ccc(Cl)cc2)noc1=O)N1CCN(c2ccccc2F)CC1,-2,1,-2,12,4,-11,-3,-3,-1.7,-7
COc1ccc(-n2c(Cc3cccn3C)nnc2SCC(=O)Nc2ccc3c(c2)OCO3)cc1,6,4,-2,3,-3,10,-1,1,-0.6,-2
CC/C(=N\NC(=O)C1CC1)c1cccc(Cl)c1,-5,4,1,5,-1,3,1,-1,-0.9,-3
CN(Cc1ccco1)c1ncnc2ccc(-c3ccc4c(ccn4C)c3)cc12,-13,1,-2,-13,-14,-2,-7,2,-2.4,-36
CCCCN(C(=S)Nc1cccc(SC)c1)C1CCN(C(C)=O)CC1,4,-3,-3,14,-3,0,1,1,-1.2,-3
CC[C@]12c3[nH]c4ccc(Cl)cc4c3CCN1C(=O)[C@@H](CC(=O)NCc1ccc(OC)c(OC)c1)C[C@@H]2C(=O)N1CCN(C(=O)c2ccco2)CC1,-2,-1,1,6,8,-5,-5,-3,0.5,2
Cc1[nH]c2ccc(F)cc2c1CCN(Cc1ccncc1)C(=S)Nc1cccc(F)c1,8,-2,-2,-2,-13,7,0,0,-1.1,-23
COc1ccc(CNC(=O)COC(=O)/C=C/c2ccco2)cc1,1,0,-1,8,-2,1,-6,5,-1.2,-2
COc1ccc(S(=O)(=O)c2ccc(O)cc2)cc1,-9,-5,1,-12,-7,-5,4,6,-0.7,7
Cc1ccc(S(=O)(=O)CC(c2ccccc2)N2CCCCC2)cc1 (centres undefined),-5,-2,4,-9,6,5,-1,1,0.4,-7
O=C(NCc1nnnn1-c1ccc(F)cc1)c1ccc(S(=O)(=O)N2CCOCC2)cc1,-4,3,1,1,-1,2,0,1,0.1,13
COCC(C)n1c(SCc2ccc(C(=O)OC)o2)nc2ccccc2c1=O (centres undefined),-4,2,-1,-3,-3,-3,-2,1,-0.6,-4
NS(=O)(=O)c1ccc(CCNCc2cccs2)cc1,-8,0,-5,10,-8,6,-2,2,-0.4,5
COc1ccc(OC)c(N(CC(N)=O)S(=O)(=O)c2ccc(OC)c(OC)c2)c1,0,-1,1,7,1,-3,0,-4,0.4,7
O=C(COc1ccc(Cl)cc1Cl)NN1C(=O)C2C3C=CC(C3)C2C1=O (centres undefined),-8,3,-1,-6,4,-9,4,-4,2.3,2
O=C(COC(=O)CSCC(=O)N1CCCCC1)Nc1ccc(Cl)cc1,0,1,0,11,2,4,-2,1,-0.3,7
Cc1cc(NC(=O)COC(=O)c2ccc(S(=O)(=O)N3CCCc4ccccc43)cc2)no1,9,-1,-1,2,6,-2,-7,0,0.2,-19

# An excerpt from above in order of count of non-hydrogen atoms, descending:
SMILES,SIAE inh,PRMT1 FP inh,UHRF1 binding,TDP2 absorb,mABHD4 FP,TCR-CD3 inh,DDE Tn7 FP inh,LEDGF integ inh,PG9 Ab binder,HTRA1 inh
CN(C(=O)c1ccc2c(=O)n3c(nc2c1)CCCCC3)c1cccc(Cl)c1,2,0,3,-3,8,-1,-2,-2,0.6,-6
COc1ccc(CNC(=O)COC(=O)/C=C/c2ccco2)cc1,1,0,-1,8,-2,1,-6,5,-1.2,-2
O=c1cc(-c2ccc(O)cc2)oc2c(O)c(O)c(O)c(O)c12,13,52*,18,4,36*,23*,-4,41*,-4.1,52*
COc1ccc(S(=O)(=O)c2ccc(O)cc2)cc1,-9,-5,1,-12,-7,-5,4,6,-0.7,7

# New compounds follow.
SMILES,SIAE inh,PRMT1 FP inh,UHRF1 binding,TDP2 absorb,mABHD4 FP,TCR-CD3 inh,DDE Tn7 FP inh,LEDGF integ inh,PG9 Ab binder,HTRA1 inh
O=C(NCCCN1CCN(CCCNC(=O)c2cccc(Cl)c2)CC1)c1cccc(Cl)c1,-5,-3,4,-23,-4,3,-2,6,-0.8,6
Nn1c(SCC(=O)Nc2ccc(F)cc2)nnc1-c1ccccn1,-3,-4,0,4,2,5,0,1,-0.7,5
Cc1ccc(C(=O)NCC(=O)OCc2nc3sc(C)c(C)c3c(=O)[nH]2)cc1,-2,3,2,-6,1,.,2,-2,.,.
O=C(Nc1ccccc1C(F)(F)F)NC1(C(=O)N2CCOCC2)CCCCC1,0,23*,34*,3,21,10,-6,25*,-1.9,-4
CN(C)CCOC1c2ccccc2C=Cc2ccccc21,-1,0,-8,7,6,-3,-4,-4,-2.7,.
Clc1ccccc1N1CCN(Cc2c[nH]c3ccccc23)CC1,6,-1,1,20,8,3,2,1,-0.7,-2
Cc1ccc(Cl)cc1NC(=O)NCCN1CCCCC1,2,6,4,-6,-1,-5,5,2,2.6,2
Cc1cc(N2C(=O)C(O)=C(C(=O)c3cc4ccccc4o3)C2c2ccc(Br)cc2)no1 (centres undefined),0,4,-1,5,-11,-3,0,1,12*,-18
COc1cc(S(=O)(=O)N2CCN(Cc3ccccc3)CC2)ccc1Br,-7,3,-2,-2,-3,2,5,3,-0.3,-24
COc1cc(NC(=O)c2cc(S(=O)(=O)N3CCCCC3)ccc2N2CCOCC2)cc(OC)c1OC,-4,-1,0,6,2,-10,7,3,-0.4,-4
C/C(=N\NC(=O)Cc1ccc([N+](=O)[O-])cc1)c1cccnc1,4,-2,4,9,1,4,-7,1,-3.1,2
O=S(=O)([N-]c1nc2ccccc2nc1-[n+]1ccccc1)c1ccccc1,6,-2,-3,5,2,-4,3,1,2.1,2
Cc1nn(C2CCS(=O)(=O)C2)c(Cl)c1/C=C/C(=O)OCC(=O)Nc1ccccc1[N+](=O)[O-] (centres undefined),3,-2,-2,13,0,-4,0,2,-2.8,-4
c1ccc2c(c1)ncn2-c1ccc(-c2ccnc3ncnn23)cc1,-6,2,0,-2,-3,-9,4,-2,2.1,4
CCC(Oc1nc2ccccc2nc1-c1ccccc1NC(C)=O)C(=O)c1ccccc1 (centres undefined),1,-2,10,3,0,3,-1,1,-1.8,-2
O=C(O)/C(=C\c1ccc(-c2ccccc2[N+](=O)[O-])o1)c1ccccc1,9,2,-5,-2,12,3,-4,3,-0.1,-9
COc1ccc(NC(=O)CCNS(=O)(=O)c2cccc3nsnc23)cc1OC,5,2,0,8,0,4,0,0,-1.0,4
CN(C1CCCCC1)S(=O)(=O)c1ccc(C(=O)N2CCN(c3nc4ccccc4s3)CC2)cc1,-9,1,6,-3,1,-4,2,-3,0.8,2
CCC(C)C(=O)N1CCCC(c2nc(-c3cccs3)no2)C1 (centres undefined),-2,4,5,-13,-10,-6,-1,-2,1.0,-4
C=CCNC(=S)NNC(=O)c1ccc([N+](=O)[O-])cc1,1,1,0,-3,5,-4,-9,0,-1.9,8
C=C1CC2C=C(NC(C)=O)CC(C1)C2 (centres undefined),-7,4,4,-3,0,-8,0,-2,0.1,-1
Cc1ccc(OCCCC(=O)NCc2ccco2)cc1,0,1,-5,-1,1,1,0,4,-1.4,4
CCOC(=O)C1CCN(C=Nc2cc(C)on2)CC1,-3,5,-1,8,6,-6,-3,5,0.7,-4
O=S(=O)(NCC(Nc1ccccc1)c1ccccc1)c1ccc(Cl)cc1 (centres undefined),3,-3,2,1,-18,6,3,2,2.0,-45
Cc1ccccc1C(=O)Nc1ccccc1C(=O)NCC(C)C,-5,1,1,-16,-4,2,5,-7,0.1,3
SMILES,SIAE inh,PRMT1 FP inh,UHRF1 binding,TDP2 absorb,mABHD4 FP,TCR-CD3 inh,DDE Tn7 FP inh,LEDGF integ inh,PG9 Ab binder,HTRA1 inh
Cc1ccc(-c2cc(C(=O)N(C)CC(=O)Nc3ccccc3Br)c3ccccc3n2)o1,1,30*,-3,5,3,-1,-3,3,2.3,-26
CCc1ccccc1NC(=O)CNC(=O)c1cn(Cc2ccccc2)nc1-c1cccnc1,1,0,3,-15,-3,-11,-3,-1,-1.4,3
O=C(CSc1nc2ccccc2c(=O)n1Cc1ccco1)Nc1cccc(O)c1,-13,-2,-2,8,-12,-1,-2,3,0.3,-12
COc1ccc(-n2nnnc2C(c2cc3ccccc3o2)N2CCN(C/C=C/c3ccccc3)CC2)cc1 (centres undefined),-3,-3,23*,-11,-2,-6,-2,10,-0.5,.
Nc1nc(SCC(=O)Nc2cc(Cl)ccc2Cl)n[nH]1,-3,-3,-4,9,-7,5,-3,0,-2.0,-5
COC(=O)[C@]12CCCCC=C1N(CCC1=CCCCC1)C(=O)[C@H](CC(=O)NCc1cccc(C(F)(F)F)c1)C2,-4,-1,0,-8,1,5,-9,1,-1.4,.
CN(CC(=O)Nc1ccccc1Cl)C(=O)COC(=O)CCN1C(=O)C2CC=CCC2C1=O (centres undefined),2,2,1,-4,3,5,-2,3,0.1,-1
CCCC1=C(C(=O)OCC)C(c2ccco2)C(C#N)=C(N)O1 (centres undefined),-1,7,-2,3,-1,5,7,-1,0.1,-7
CCCCn1c(-c2csc(CC)c2)n[nH]c1=S,8,4,0,-4,1,2,-4,-1,-1.9,-3
CSc1ccc(CN(C)CC(=O)Nc2ccc(C)cc2Br)cc1,-7,3,6,-3,-4,2,1,-6,-0.2,-21
CCOc1ccc(S(=O)(=O)N2CCC(C(=O)Nc3cccc(NC(C)=O)c3)CC2)cc1,-8,8,8,0,-8,1,0,-5,-0.6,-6
Cc1cc(C)c(OCC(=O)Nc2nnc(-c3ccco3)o2)c(C)c1,-4,6,2,8,-7,-7,-2,2,-0.4,-1
Cn1cnnc1SCC(=O)N/N=C/c1ccc(OCC(N)=O)cc1,3,3,3,4,-8,-13,-3,3,1.7,-2
